Source: PubChem BioAssay
MPTP block = blocks calcium-induced mitochondrial swelling; AID 602449; isolated mouse mitochondria, Ca2+ swelling absorbance, 30 min; inhibition, % at 10 µM; hit rate 1.4% among 360,000;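 active = inhibition of 50% or more, scaled per plate between neutral and stimulator controls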;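 note: 0% = DMSO wells given calcium and 100% = 1 mM EGTA wells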
ATG4B inh = inhibitors of human ATG4B cysteine protease | ATG4B cleavage of LC3-PLA2, NBD-HPC fluorescence, 1 h | hit rate 0.51% among 340,000 | AID 504462 | inhibition, % at 8.33 µM; in the data active = inhibition above about 40%
Target sequence (Q9Y4P1 whole entry, looked up): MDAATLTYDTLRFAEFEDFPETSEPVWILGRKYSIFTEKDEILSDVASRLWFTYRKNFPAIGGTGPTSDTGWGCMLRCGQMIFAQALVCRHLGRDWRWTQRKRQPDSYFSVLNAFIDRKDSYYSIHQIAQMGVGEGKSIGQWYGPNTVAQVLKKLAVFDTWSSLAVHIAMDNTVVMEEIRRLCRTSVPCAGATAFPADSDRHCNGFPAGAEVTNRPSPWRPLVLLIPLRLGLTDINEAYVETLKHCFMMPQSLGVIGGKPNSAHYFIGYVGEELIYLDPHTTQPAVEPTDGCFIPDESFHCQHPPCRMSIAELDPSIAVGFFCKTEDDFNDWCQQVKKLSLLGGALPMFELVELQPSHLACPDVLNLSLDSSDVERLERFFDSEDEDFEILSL
* = called active by the depositor; i = inactive; & = joins results of further samples. An excerpt, so the mix of outcomes need not match the whole.

The first 15 records as a preview:
SMILES	MPTP block	ATG4B inh
Cc1ccc(NC(=O)CN2C(=O)/C(=C3\SC(=S)N(C4CCS(=O)(=O)C4)C3=O)c3ccccc32)cc1 (configuration not stated)	6.5	9
CCOc1ccccc1C(=O)N(C)CC(=O)Nc1ccc(OC)cc1	6.2	1
O=C(NCCCCCCCCNC(=O)c1cccc2ccccc12)c1cccc2ccccc12	1.2	4
COc1ccccc1C=NNc1nc(C)cc(=O)[nH]1	-0.4	0
Cc1noc(C)c1COc1ccccc1C(=O)NCCc1ccc(F)cc1	-0.5	-12
CC(=O)OC1CCC2(C)C(CCC3C2CC(=O)C2(C)C3CC(C(C(C)=O)C(C)=O)C2C(C)=O)C1 (configuration not stated)	-1.8	-13
COc1ccccc1NC(=O)C1=C(C)NC(SCC(=O)c2ccccc2)=C(C#N)C1c1ccco1 (configuration not stated)	-0.3	-9
Cc1nc(N)nc(Cl)c1CCC1OCCO1	0.3	-4
CCOc1ccc(Oc2cc(NC(=O)c3ccco3)cc([N+](=O)[O-])c2)cc1	24	20
O=C(c1ccc(F)cc1F)N1CCCc2ccccc21	0.7	2
CN1C(=O)C(Cl)(Cl)C(=O)c2ccccc21	-1.4	-4
COc1cc(C(=O)Nc2cc(S(=O)(=O)N3CCOCC3)ccc2N2CCOCC2)ccc1OC(F)F	-0.1	-8
COCCn1c(Sc2nc(C)cs2)nc2c1c(=O)[nH]c(=O)n2C	-1.0	4
O=C(CC(=O)N1CCOCC1)N1CCOCC1	-2.6	-9
Cn1cnc2nc[nH]c2c1=O	-2.1	9

Results, from the first entry:
SMILES	MPTP block	ATG4B inh
Cc1ccc(NC(=O)CN2C(=O)/C(=C3\SC(=S)N(C4CCS(=O)(=O)C4)C3=O)c3ccccc32)cc1 (configuration not stated)	6.5	9
CCOc1ccccc1C(=O)N(C)CC(=O)Nc1ccc(OC)cc1	6.2	1
O=C(NCCCCCCCCNC(=O)c1cccc2ccccc12)c1cccc2ccccc12	1.2	4
COc1ccccc1C=NNc1nc(C)cc(=O)[nH]1	-0.4	0
Cc1noc(C)c1COc1ccccc1C(=O)NCCc1ccc(F)cc1	-0.5	-12
CC(=O)OC1CCC2(C)C(CCC3C2CC(=O)C2(C)C3CC(C(C(C)=O)C(C)=O)C2C(C)=O)C1 (configuration not stated)	-1.8	-13
COc1ccccc1NC(=O)C1=C(C)NC(SCC(=O)c2ccccc2)=C(C#N)C1c1ccco1 (configuration not stated)	-0.3	-9
Cc1nc(N)nc(Cl)c1CCC1OCCO1	0.3	-4
CCOc1ccc(Oc2cc(NC(=O)c3ccco3)cc([N+](=O)[O-])c2)cc1	24	20
O=C(c1ccc(F)cc1F)N1CCCc2ccccc21	0.7	2
CN1C(=O)C(Cl)(Cl)C(=O)c2ccccc21	-1.4	-4
COc1cc(C(=O)Nc2cc(S(=O)(=O)N3CCOCC3)ccc2N2CCOCC2)ccc1OC(F)F	-0.1	-8
COCCn1c(Sc2nc(C)cs2)nc2c1c(=O)[nH]c(=O)n2C	-1.0	4
O=C(CC(=O)N1CCOCC1)N1CCOCC1	-2.6	-9
Cn1cnc2nc[nH]c2c1=O	-2.1	9
CCOc1ccc(OCCC(=O)OCC(=O)Nc2cc(S(=O)(=O)N3CCOCC3)ccc2OC)cc1	-1.9	-69
O=C(c1cc2ccccc2[nH]1)N1O[C@@H]2C=C[C@H]1C2	0.6	-5
C[C@H](O)[C@@H]1C(=O)N2CCc3ccc(-c4cccc(F)c4)cc3[C@@H]2C[C@@H]1N(C)C(=O)C(C)(C)C	-0.3	-12
Cc1ccc(-n2nc(-c3ccco3)cc2C(=O)O)c(C)c1	1.2	26
COc1ccc(-c2ccc3c(c2)C2CC3CCN2Cc2ccc(OC(F)(F)F)cc2)cc1 (configuration not stated)	1.1	8
NC(=N\N=Cc1ccccc1)/C(N)=N/N=Cc1ccccc1	0.2	-15
C[C@H]1CN(S(=O)C(C)(C)C)[C@H](CCO)/C1=C\c1ccccc1 (some centres not stated)	-0.6	-3
Cc1cc2nccnc2cc1C	-0.7	-3
Nc1nc(SCc2ccccc2)c2ncn(C3OC(CO)C(O)C3O)c2n1 (configuration not stated)	-1.4	6
O=C(O)CCCCCN=C1CCc2ccccc2N1	-1.7	2
CC12CCC(O)CC1=CCC1C2CCC2(C)C(c3ccn[nH]3)CCC12 (configuration not stated)	57*	-4
COc1cc(C=NNc2nc3c([nH]2)c(=O)n(C)c(=O)n3C)ccc1O	-0.4	-6
O=[N+]([O-])c1ccc(NN=Cc2cc(Br)ccc2O)nc1	75*	-4
CC(=NNC(=S)N1CC2CCC(CC2)C1)c1cccc(C)n1	-0.8	4
CCc1ccc(-c2nn(-c3cc(Cl)ccc3[N+](=O)[O-])c(=O)c3ccccc23)cc1	-1.5	-4
N#C/C(=C\c1ccc(OC(=O)c2ccc(Br)s2)cc1)c1nc2ccccc2[nH]1	1.9	5
O=c1c2cc(Br)ccc2nc(-c2ccc(Cl)cc2)n1O	1.3	3
COCC(Cc1ccccc1)NC(=O)Cn1cc(C)c(=O)[nH]c1=O (configuration not stated)	1.6	-8
O=C1OCCN1N=Cc1ccco1	-1.1	4
Nc1cc(-c2ccc(Br)cc2)nn1Cc1ccccc1	0.9	2
Nc1nc(=S)ss1	0.1	3
S=P(c1ccc(N2CCOCC2)cc1N1CCOCC1)(N1CCOCC1)N1CCOCC1	-5.5	7
FC(F)Oc1ccc(-c2csc(Cc3nnc4n3CCCCC4)n2)cc1	-8.9	-13
COc1cc2c(cc1OC)C(=Cc1ccc(N(C)C)cc1)C=C2	2.4	-4
COc1ccc(C(=O)c2ccccc2C(=O)c2ccccc2)cc1	-1.2	-2
C#CC1(O)CCC2C3CCC4=C(CCC(=O)C4)C3CCC21C (configuration not stated)	3.1	-14
O=C(Cc1ccc(Cl)cc1)c1ccccc1	-1.1	5
CC1CN(C2CCCCC2)C(=S)N(c2ccccc2)C1=O (configuration not stated)	0.1	-8
O=C(C1CC1)N1N=C(c2cccc(Br)c2)CC1(O)C(F)(F)F (configuration not stated)	1.3	-7
O=C(CN1CCN(S(=O)(=O)c2cc(Br)ccc2Br)CC1)NCc1ccccc1Cl	1.2	2
CCCCOC(=O)C1=C(C)NC(=O)NC1c1ccc2c(c1)OCO2 (configuration not stated)	0.2	7
CCOC(=O)c1c(C)c(C(=O)Nc2ccc3c(c2)OCCO3)c(C)n1CC	1.1	-2
CC1CCN(C(=O)CSc2nc(N)c3c4c(sc3n2)CN(C)CC4)CC1	-7.7	-1
Cc1nc2ccc(NC(=O)COc3ccccc3)cc2s1	-0.5	-1
COC(=O)CCNC(=O)c1ccc2nc(Cc3ccc(OC)cc3)oc2c1	-1.3	14
C[n+]1c2cc(N)ccc2cc2ccc(N)cc21	1.7&-0.4	i
CC(C)c1nc2oc3c(NCC4CCCO4)ncnc3c2c2c1COC(C)(C)C2 (configuration not stated)	0.6	-3
N/C(=N\OC(=O)COc1ccc(Cl)cc1Br)c1ccncc1	-0.4	-12
O=C(CCl)N(O)c1ccc(C=Cc2ccccc2)cc1	-1.6	4
CCCc1cc(=O)[nH]c(SCC(=O)Nc2cc(S(=O)(=O)N3CCCCC3)ccc2Cl)n1	2.0	-9
O=C(Nc1ccccc1C(=O)O)c1cccc(NS(=O)(=O)c2ccc(Br)cc2)c1	0.2	11
CCCCn1c(N)c(N(CC(C)C)C(=O)c2cc(-c3ccc(OC)cc3)nc3ccccc23)c(=O)[nH]c1=O	-1.0	-2
CCOc1cc(N2CCOCC2)c(OCC)cc1NC(=O)CN1C(=O)NC(CC)(c2ccc(F)cc2)C1=O (configuration not stated)	0.9	-7
CC(=O)OC1CCC2(C)C(CCC3C2CC(=NO)C2(C)C(C(C)OC(C)=O)CCC32)C1 (configuration not stated)	-1.0	-8
Cc1cccc2c(N)c3c(nc12)CCCC3 (tested in a mixture with another compound)	-1.0	-1

Continued:
SMILES	MPTP block	ATG4B inh
COc1ccc2nc(NN=C(C)c3ccccn3)cc(C)c2c1	-0.1	-1
Cn1c2c(c(=O)[nH]c1=O)C(c1cccc(O)c1)C1=C(N2)c2ccccc2C1=O (configuration not stated)	2.9	-10
COC(=O)c1c[nH]c(=S)n1Cc1ccccc1	-0.7	-3
COC(=O)c1cc2c(n(Cc3ccccc3)c1=O)CCCC2=O	0.2	1
Nn1c(Cc2ccccc2)nnc1Cc1ccccc1	-2.5	-10
CCN1C[C@@H]2[C@@H]3C(=O)N(Cc4ccccc4)C(=O)[C@@H]3[C@](Cc3ccccc3)(C1=O)N2C(=O)c1ccccc1	0.7	-2
O=c1cc(-c2ccccc2)oc2ccc(Cl)cc12	2.4	0
O=C(c1cc2nc(-c3ccccc3)cc(C(F)(F)F)n2n1)N1CCCC1	2.1	0
CCN1CCN(c2ccc(S(=O)(=O)N3CCCCC3)cc2NC(=O)/C=C/c2ccc(Cl)cc2)CC1	-1.1	-13
CCCNC(=O)Cn1c(=O)/c(=C\c2ccc(-c3ccc([N+](=O)[O-])cc3)o2)s/c1=C\C(=O)C(C)(C)C	4.9	7
Cc1ccc(NC(=O)C(C)OC(=O)C2CC3CCCC(C2)C3=O)cc1S(=O)(=O)N1CCOCC1 (configuration not stated)	-1.1	-13
O=C(O)CC/C(=C/c1cccc(NC(=O)c2ccccc2Cl)c1)c1nc2ccccc2s1	1.5	20
CN1C(=S)N(c2cccnc2)C(=O)/C1=C\c1ccc(N(C)C)cc1	7.4	-3
COc1ccccc1C(O)(c1ccccc1)c1ccccc1OC	0.3	1
O=C(CSc1nc2[nH]c(=O)cc(O)c2s1)Nc1nncs1	-2.7	5
CN1CCC(n2[nH]c(-c3ccccc3)c(Cc3ccccc3)c2=O)CC1	-0.7	-8
CN1C[C@@H]2[C@@H]3C(=O)N(C)C(=O)[C@@H]3[C@](Cc3ccccc3)(C1=O)N2C(=O)c1ccc(F)cc1	1.7	2
COC(=O)c1cccc(Cn2c(Cl)c(/C=N/Nc3ccccc3C)sc2=O)c1	3.1	10
N#Cc1c2c(c(-c3ccccc3Cl)[nH]c1=S)CCCC2	-1.8	8
CCCc1nc(SCC(=O)c2ccc3c(c2)NC(=O)CO3)[nH]c(=O)c1CC	0.9	-5
Cc1ccc(-n2c(SCC(=O)O)nc3sc4c(c3c2=O)CC(C)(C)SC4)cc1	-0.3	9
O=C(N/N=C/c1ccncc1)c1ccncc1	-0.8	-2
N#Cc1c(-c2ccc(Cl)cc2)c(-c2ccc(Cl)cc2)nn(CCOC(=O)CCC(=O)O)c1=O	-1.2	2
Cc1c(C=NNc2ccccc2)[nH]c(=O)[nH]c1=O	-3.7	4
Nc1ccccc1C=C1Cc2ccccc2C1=O	-0.5	2
CN(C)CCN1C(=O)CCC2(C)C1=CCC1C2CCC2(C)C1CCC2(C)O (configuration not stated)	0.0	-1
CCC(=O)c1cccc(-c2ccccc2)c1CC	-0.3	1
Cc1cc(NC(=O)c2cc(-c3ccco3)on2)nn1Cc1ccc(Cl)cc1	-1.3	28
CCN(C(=O)COC(=O)/C(=C/c1ccccc1)NC(C)=O)c1c(N)n(Cc2ccccc2)c(=O)[nH]c1=O	-0.7	2
C[n+]1ccc(CC2C(=[N+]([O-])[O-])C=Nc3ncnn32)cc1 (configuration not stated)	1.2	-11
CN1C(=CC=C2C=C(I)C(=O)C(I)=C2)C(C)(C)c2ccccc21	67*	-8
COc1ccc2c3c(ccc2c1)C(=O)/C(=C/O)CC3	-0.9	3
Cc1nnc(SCC(=O)N2CCC(C(=O)Nc3nccs3)CC2)n1Cc1ccccc1	-1.4	-5
CC(=O)Nc1c(Br)cc2c(c1Br)C(=O)c1ccccc1-2	0.4	-5
COc1ccccc1C=NNC(=O)C(=O)NN=Cc1ccccc1OC	0.6	5
CC(C)CCN1CCC(N)=NC1=O	0.1	-8
CC1(C)Cc2cccc(OCC(O)CN3CCN(c4ccccn4)CC3)c2O1 (configuration not stated)	-0.2	-3
O=C1CC(c2ccco2)CC(O)=C1C=NCCN1CCN(C2CC(=O)N(c3ccccc3)C2=O)CC1 (configuration not stated)	-3.4	-2
CCOC(=O)C1=C(Nc2ccccc2)CC(C)(O)C(C(=O)OCC)C1c1ccc(Cl)cc1 (configuration not stated)	-2.9&1.0	3&-7
COc1ccccc1NC(=O)N(O)C1(C#N)CCCCC1	-1.1	-7
CCCN1C/C(=C/c2cccc([N+](=O)[O-])c2)C(=O)/C(=C/c2cccc([N+](=O)[O-])c2)C1	0.2	1
COc1ccc(-c2cc(C(=O)N(C)CC(=O)Nc3ccccc3C(F)(F)F)c3ccccc3n2)cc1OC	0.9	-4
COc1cccc(CC(=O)Nc2ccc(N3CCOCC3)c(S(=O)(=O)Nc3ccccc3OC)c2)c1	-1.0	-21
CC(C)(C)OC(=O)N1CCC(C(=O)Nc2ccc(C(=O)N3CCCC3)cc2)CC1	-2.5	3
CC(C)(C)c1cc(C2COC(=O)COCCOCC(=O)OCCOCCO2)cc(C(C)(C)C)c1O (configuration not stated)	0.7	5
Cc1ccc(S(=O)(=O)n2cc(CO)c3ccccc32)cc1	0.6	-2
Fc1ccc(C2=CC(c3ccc(Br)o3)n3ncnc3N2)cc1 (configuration not stated)	-0.4	-12
COc1cccc(C2c3cc4c(cc3OC(N3CCOCC3)C2C)OCO4)c1O (configuration not stated)	0.6	-3
O=C(Nc1c(Br)cc2c(c1Br)Cc1cc([N+](=O)[O-])ccc1-2)C(Cl)Cl	2.7	0
O=S(=O)(c1ccccc1)N1CCNc2ccccc21	1.1	3
CCOC(=O)c1c(NC(=O)CN2C(=O)N(C)C3(CCCCC3)C2=O)sc(C(=O)N(C)C)c1C	-0.5	0
COc1cc(C=CC(=O)OCC=Cc2ccc3c(c2)OCO3)cc(OC)c1OC	1.5	2
COc1cc(OC)c(C(=O)OCC(=O)Nc2cccc(S(=O)(=O)NC3=NCCCCC3)c2)cc1OC	-1.0	-14
CN(C)C(CNC(=O)c1cc(S(=O)(=O)N(C)c2ccc(F)cc2)ccc1Cl)c1cccs1 (configuration not stated)	3.1	-5
CC1CCCN(C(=O)c2cccc(S(=O)(=O)Nc3cc(C(F)(F)F)ccc3Cl)c2)C1 (configuration not stated)	37	-3
